Source: PubChem
697 NFkB inh: inhibitors of the PMA/ionomycin-induced NF-kB reporter in 697 B cells | actives 0.33% (n = 330,000) | 697 B-cell NF-kB luciferase reporter, 16 h | inhibition, % at 4 µM; in the data active = inhibition above about 35%
EBI2 block: EBI2 (human) antagonism. P32249. EBI2 beta-arrestin recruitment, luminescence, 7a,25-OHC stimulated. inhibition, % at 5 µM. actives 0.81% (n = 360,000). AID 651636; in the data active = inhibition above about 38%;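 note: enzyme fragment complementation signal reports receptor beta-arrestin coupling in cells; 0% = agonist plus DMSO wells and 100% = wells without agonist; some results beyond the cut were filed as inactive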
Target sequence (P32249 whole entry, looked up, the tested form may be a part): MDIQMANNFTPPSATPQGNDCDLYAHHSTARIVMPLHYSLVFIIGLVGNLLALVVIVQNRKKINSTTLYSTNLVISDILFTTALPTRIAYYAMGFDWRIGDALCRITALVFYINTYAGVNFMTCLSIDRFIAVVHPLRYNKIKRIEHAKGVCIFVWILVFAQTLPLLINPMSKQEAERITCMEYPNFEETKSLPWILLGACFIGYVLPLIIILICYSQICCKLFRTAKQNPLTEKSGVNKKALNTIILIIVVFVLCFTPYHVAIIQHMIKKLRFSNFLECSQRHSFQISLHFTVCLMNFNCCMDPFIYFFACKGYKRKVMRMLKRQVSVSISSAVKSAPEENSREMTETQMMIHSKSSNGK
CXCR6 block: inhibitors of human CXCR6 receptor; CHO-K1 PathHunter CXCR6 beta-arrestin, luminescence; inhibition, % at 20 µM; actives 0.36% (n = 360,000); AID 602244; in the data active = inhibition above about 34%, passing the limit was not always enough;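 note: antagonist mode with CXCL16 agonist at 10 nM final; 0% = 10 nM CXCL16 with DMSO and 100% = unstimulated wells without agonist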
APJ antag: antagonists of human APJ apelin receptor; P35414; CHO-K1 APJ beta-arrestin complementation, luminescence; inhibition, % at 20 µM; actives 0.32% (n = 330,000); AID 2521;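 active = inhibition above about 40% at 20 µM, limit read from the data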;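 note: cells challenged with 10 nM apelin-13 agonist together with compound; plate controls were apelin-13 plus DMSO wells for no effect and DMSO wells lacking apelin-13 for full effect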
Target sequence (P35414 whole entry, looked up): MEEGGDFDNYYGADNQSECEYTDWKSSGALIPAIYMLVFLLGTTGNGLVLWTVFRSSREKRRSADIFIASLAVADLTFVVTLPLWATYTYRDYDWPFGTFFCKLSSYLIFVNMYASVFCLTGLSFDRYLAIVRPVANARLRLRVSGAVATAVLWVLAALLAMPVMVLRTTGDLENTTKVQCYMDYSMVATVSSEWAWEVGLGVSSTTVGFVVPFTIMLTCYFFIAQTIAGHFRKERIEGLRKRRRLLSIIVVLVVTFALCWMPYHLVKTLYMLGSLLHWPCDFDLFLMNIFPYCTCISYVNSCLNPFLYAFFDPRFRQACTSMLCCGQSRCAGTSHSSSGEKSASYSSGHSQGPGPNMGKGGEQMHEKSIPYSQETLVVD
CCR6 antagonist: CCR6 (human) receptor antagonism | P51684 | CHO-K1 CCR6 PathHunter beta-arrestin, luminescence, CCL20-stimulated | inhibition, % at 20 µM | actives 0.49% (n = 340,000);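 active = compounds whose inhibition of the agonist-driven luminescence signal at 20 µM reaches about 50%, limit read from the data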;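 note: cells stimulated with CCL20 at 14 nM final; plate controls were DMSO with CCL20 for no effect and DMSO without agonist for full effect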
Target sequence (P51684 whole entry, looked up): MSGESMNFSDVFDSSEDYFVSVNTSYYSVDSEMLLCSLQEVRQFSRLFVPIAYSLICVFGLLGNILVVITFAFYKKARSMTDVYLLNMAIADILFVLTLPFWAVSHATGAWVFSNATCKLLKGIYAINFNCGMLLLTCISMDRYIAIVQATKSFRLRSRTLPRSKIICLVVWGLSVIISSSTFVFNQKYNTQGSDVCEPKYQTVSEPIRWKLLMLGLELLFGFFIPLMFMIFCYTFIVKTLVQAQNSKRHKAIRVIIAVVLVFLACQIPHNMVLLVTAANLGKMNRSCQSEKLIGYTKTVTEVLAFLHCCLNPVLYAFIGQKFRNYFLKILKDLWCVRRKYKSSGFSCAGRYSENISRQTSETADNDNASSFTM
UBC13 inh: inhibitors of human UBC13 polyubiquitin chain formation; P61088; TR-FRET; inhibition, % at 20 µM; actives 0.47% (n = 330,000); in the data active = inhibition above about 45%, passing the limit was not always enough
Jurkat NFkB inh: inhibitors of the PMA/ionomycin-induced NF-kB reporter in Jurkat cells. inhibition, % at 4 µM. actives 0.53% (n = 330,000). AID 435003. PMA/ionomycin-induced NF-kB luciferase reporter, luminescence; in the data active = inhibition above about 50%
Gli-Sufu block: blocks Gli-Sufu signaling in a luciferase reporter; inhibition, % at 5 µM; actives 0.74% (n = 340,000); Sufu-KO-LIGHT fibroblasts, Gli luciferase reporter luminescence;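 active = inhibition above about 55%, limit read from the data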;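 note: 0% = DMSO-treated cells and 100% = wells with medium but no cells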
* marks the source's active call; other numbers are inactive results; nt = no result given; & = joins results of further samples.

SMILES	697 NFkB inh	EBI2 block	CXCR6 block	APJ antag	CCR6 antagonist	UBC13 inh	Jurkat NFkB inh	Gli-Sufu block
COc1ccccc1C(=O)NCC(=O)N/N=C/c1ccc([N+](=O)[O-])cc1	6	-6	-18	-12	-5	-22	12	-7
COc1ccc(C2(c3ccc(OC)cc3)NC(=O)N(CC(=O)Nc3ccc(OC)c(OC)c3)C2=O)cc1	13	11	-8	1	0	3	12	23
CC(=O)Nc1cccc(-n2c(=O)n(Cc3ccccc3)c(=O)c3[nH]cnc32)c1	0	6	20	16	28	3	-23	-8
COc1ccccc1NC(=O)c1cc2ccccc2o/c1=N\O	10	-7	-9	-65	4	14	16	-18
Cc1cc(C)c(C#N)c(SCCS(=O)(=O)c2ccc(C(C)(C)C)cc2)n1	-3	17	8	-5	13	6	-5	28
CN(C)c1cc(C(F)(F)F)nc(-c2ccccn2)n1	8	1	6	-4	16	7	9	-4
Nc1c(C(=O)CSc2nncn2-c2ccccc2)c(=O)[nH]c(=O)n1C1CC1	17	0	-1	-4	3	0	-10	20
O=C(Cn1nnc(-c2ccccc2)n1)Nc1ccccc1N1CCOCC1	0	-1	-7	-2	8	-3	5	5
CC1=C(C#N)C(NC(=O)C2CCCCC2)(C(F)(F)F)C(=O)N1 (centres undefined)	15	4	-3	11	13	-7	0	2
Cc1cccc(Nc2n[nH]c(C)c2[N+](=O)[O-])c1	-161	-1	21	0	32	-16	-98	-78
CCOC(=O)CNC(=O)CN1C(=O)CCSc2ccccc21	10	-7	-7	-9	1	9	0	1
O=C(CCN1CCN(c2ccccn2)CC1)Nc1ccc(F)cc1	-4	7	4	4	-7	1	4	3
O=C1OC(OC(=O)c2ccccc2Br)C(N2CCOCC2)=C1Cl (centres undefined)	-5	-12	12	12	-10	16	9	6
COc1ccccc1OCC(=O)NC1CC(C)(C)NC(C)(C)C1	1	1	-4	-1	9	6	-3	46
CCOc1ccc(NC(=O)CN(C)C(=O)CC2CCCCC2)cc1OCC	11	6	3	9	11	15	6	-1
CC(C)(C)NC(=O)CSc1nnc(NC(=O)CCn2cnc3ccccc3c2=O)s1	22	0	3	-14	9	3	-1	-5
Cc1cc(C(=O)NCCC(c2ccccc2)c2ccccc2)c(C)o1	-23	10	4	-3	2	3	-13	0
NS(=O)(=O)c1cccc(NC(=O)COC(=O)CSCc2ccccc2)c1	19	-11	-2	13	7	-10	-11	-1
CC(C)NC(=O)c1ccc2c(c1)N(CC(=O)N1CCOCC1)C(=O)C(C)(C)O2	-20	6	0	3	2	-4	8	1
CCc1c(C)nc(N2CCN(Cc3ccc4c(c3)OCO4)CC2)[nH]c1=O	0	1	-8	-12	3	1	-2	8
O=C(COc1coc(CN2CCN(c3ccccc3F)CC2)cc1=O)NC1CCCCC1	2	-8	1	6	6	2	30	-1
O=C(Nc1ccc2c(c1)OCCO2)c1ccc(Cl)cc1Cl	-272	-1	3	0	17	-10	-152	-93
Cc1c(Cl)cccc1NC(=S)NC1CCCC1	-16	-17	-4	1	9	-2	-1	15
O=C(CCN1C(=O)/C(=C/c2ccccc2F)SC1=S)NCCc1ccc(O)cc1	-4	4	-4	-23	-9	-2	10	0
COc1ccccc1-c1nc(SCC(=O)NCC2CCCO2)c2c(=O)n(C)c(=O)n(C)c2n1 (centres undefined)	12	nt	nt	7	nt	12	7	nt

(listing goes on)
SMILES	697 NFkB inh	EBI2 block	CXCR6 block	APJ antag	CCR6 antagonist	UBC13 inh	Jurkat NFkB inh	Gli-Sufu block
CCOC(=O)C1(CCOC)CCN(Cc2ccc(COC)o2)CC1	10	-4	-4	-5	9	1	-4	-3
Clc1ccccc1CN1CCN(/N=C/c2ccncc2)CC1	-57	4	-3	9	-6	-6	-4	22
Cc1csc(NC(=O)CCC(=O)N(CC(=O)NC2CCCC2)Cc2ccco2)n1	-20	-14	-3	2	8	-9	-7	-1
O=C(O)c1ccc(CNS(=O)(=O)c2ccc(Oc3ccccc3Cl)cc2)cc1	5	1	0	10	6	0	3	12
O=C(NC1CCCCCC1)C1CCCN1S(=O)(=O)c1cccc2cccnc12 (centres undefined)	-18	0	-1	-5	11	1	1	-2
Cc1cc(/C=C2\SC(=O)N(C)C2=O)c(C)n1-c1cccc(C(=O)O)c1	-9	15	-8	12	17	-2	-5	0
O=C(NCc1ccccc1)c1ccc(NC(=O)C2CC2)cc1	nt	6	-3	nt	-2	nt	nt	7
O=C1c2ccccc2C(=O)N1Cc1ccccc1F	17	1	5	1	19	12	8	9
CCc1ccc[n+](-c2[nH]c(=O)sc2/C=N/NC([S-])=Nc2ccccc2)c1	14	6	5	-1	6	-11	13	5
O=C(NCC(=O)N1CCCC(C(F)(F)F)C1)c1ccc2ccccc2c1 (centres undefined)	-1	-2	-13	-12	-2	-14	3	-10
CC1=C(C#N)c2nc(N)c(C#N)c(C)c2/C1=C\c1ccc(OCC(=O)O)c(Cl)c1	18	-3	-21	-23	8	22	14	4
CN(C)CCCN(C(=O)c1ccc(S(=O)(=O)N2CCCc3ccccc32)cc1)c1nc2ccc(F)cc2s1	4	-6	13	33	nt	37	5	nt
O=S(=O)(NNC(=S)NCC1CCCO1)c1cc(Cl)ccc1Cl (centres undefined)	-6	-7	-2	-15	15	-3	11	2
OCCNc1nc(Nc2ccc(Cl)c(Cl)c2)nc2ccccc12	-7	-4	-27	-3	-14	68*	16	39
O=C1CC2(CCCC2)CC(=O)N1c1ccccc1	20	-4	6	-5	7	-5	11	-2
Cc1ccc(-c2[nH]nc(N)c2N=Nc2ccccc2C)cc1	-27	15	8	9	9	13	21	2
O=C(CSc1nccn1-c1ccc(Cl)cc1)N1CCCc2ccccc21	-1	24	0	4	11	8	-6	3
CCC(C(=O)Nc1cccnc1)n1c(=O)[nH]c2ccccc2c1=O (centres undefined)	4	-2	-2	8	-3	2	8	3
O=C1CC(N2CCOCC2)=NN1c1ccc([N+](=O)[O-])cc1	6	8	23	20	38	-43	2	-9
COc1ccccc1NC(=O)c1ccc(NC(=O)C2COc3ccccc3O2)cc1 (centres undefined)	4	3	-3	2	10	3	7	9
Cc1noc(C)c1COC(=O)C1COc2ccccc2O1 (centres undefined)	10	6	-9	11	8	-9	6	3
Cc1ccc2c(c1)N(CCC(=O)NC1CC1)C(=O)C(C)O2 (centres undefined)	4	-5	-4	9	7	6	7	nt
Cc1nc2sc(C(c3cccs3)N3CCC4(CC3)OCCO4)c(O)n2n1 (centres undefined)	1	-5	0	7	-1	-6	-25	4
Cc1c(-c2ccncc2)oc2ccc(Br)cc2c1=O	-12	nt	nt	-9	nt	-6	-37	nt
COc1ccc(OC)c(S(=O)(=O)N(C)CC(=O)Nc2ccc3c(c2)OCCO3)c1	13	5	-8	-15	12	6	-5	6

For convenience, part of the list above:
SMILES	697 NFkB inh	EBI2 block	CXCR6 block	APJ antag	CCR6 antagonist	UBC13 inh	Jurkat NFkB inh	Gli-Sufu block
Cc1cc(/C=C2\SC(=O)N(C)C2=O)c(C)n1-c1cccc(C(=O)O)c1	-9	15	-8	12	17	-2	-5	0
O=C(NCc1ccccc1)c1ccc(NC(=O)C2CC2)cc1	nt	6	-3	nt	-2	nt	nt	7

Back to the main list with the 3 entries that preceded the break.
SMILES	697 NFkB inh	EBI2 block	CXCR6 block	APJ antag	CCR6 antagonist	UBC13 inh	Jurkat NFkB inh	Gli-Sufu block
Cc1nc2sc(C(c3cccs3)N3CCC4(CC3)OCCO4)c(O)n2n1 (centres undefined)	1	-5	0	7	-1	-6	-25	4
Cc1c(-c2ccncc2)oc2ccc(Br)cc2c1=O	-12	nt	nt	-9	nt	-6	-37	nt
COc1ccc(OC)c(S(=O)(=O)N(C)CC(=O)Nc2ccc3c(c2)OCCO3)c1	13	5	-8	-15	12	6	-5	6
CC(C)CCn1cnc2c([nH]c3cccc(Cl)c32)c1=O	6	-6	-3	12	-2	9	-12	-10
OCCOCCN1CCN(C2=Nc3ccccc3Sc3ccccc32)CC1	8&-13	-1&2	-2&-8	14&11	11&18	2&6	-4&-1	0&-8
O=C(CNC(=O)[C@@H]1Cc2ccccc2CN1)NC1CCCCC1	-4	-12	1	18	-2	0	10	3
Cc1ccc(NC(=O)C2CCN(C(=O)c3cccs3)CC2)c(C)c1	-17	-14	-3	10	-8	-5	-26	-14
O=C(CSCc1ccccc1Cl)NCCSc1ccccn1	-1	6	5	9	1	10	2	0
CCOc1ccccc1-c1nnc(SCC(=O)NC2(C#N)CCCC2)o1	12	15	-3	9	9	2	-2	2
COc1cc(/C=C2/SC(=NCc3ccccc3)N(Cc3ccccc3)C2=O)ccc1O	24	15	10	21	27	-15	6	-7
CC(=O)OCCN(CCCn1c(-c2ccncc2)nc2ccccc21)c1nc(CN2CCCCC2)cs1	-9	1	-8	-1	20	1	-14	10
CSc1ccc(C#N)cc1NC(=O)c1cccnc1Cl	-1	-16	8	1	5	3	-2	0
O=C(NCCSc1ccccn1)c1ccc(Cl)cc1Cl	-83	-4	-1	-5	5	2	-133	-78
O=C1NCN(c2ccccc2)C12CCN(c1nnnn1-c1ccccc1)CC2	-5	8	1	5	5	0	4	2
O=C(CN1CCN(C2CCCCC2)CC1)Nc1ccccc1N1CCCCC1	11	4	-2	-2	14	7	11	8
CC(=O)NC(Cc1ccccc1C)C(=O)NC1CCN(C(=O)c2ccc(C)cc2)CC1 (centres undefined)	22	0	14	-13	-10	1	13	1
CCCCC(=O)NC(c1ccccc1OC)c1ccc2cccnc2c1O (centres undefined)	-11	3	13	-2	18	-1	42	48
Cc1c(N/N=C(\C#N)C(=O)c2ccc(Cl)cc2)c(=O)n(-c2ccccc2)n1C	nt	14	77*	nt	81*	nt	nt	49
COc1ccccc1N(CC(O)COc1ccccc1C)S(=O)(=O)c1ccccc1 (centres undefined)	4	4	1	-6	17	13	5	8
O=C(CSc1n[nH]c(-c2ccccc2)n1)Nc1ccccc1O	-4	-9	-10	-3	-4	19	2	4
C=C(C)CN(Cc1ccccc1)C(=S)Nc1ccccc1	-24	-1	9	15	12	-7	1	7
CCOCC(=O)Nc1cc([N+](=O)[O-])ccc1OC	20	-3	5	13	11	-4	-6	-4
Cc1nn(Cc2ccc(Cl)c(Cl)c2)c(C)c1NC(=O)c1cc(C2CC2)on1	6	-62	3	-2	8	14	23	-4
Nc1nnc(SCC(=O)Nc2cccc3ccccc23)s1	8	-14	-6	-22	-2	-8	4	-2
Cc1ccc(S(=O)(=O)Nc2cc(C(F)(F)F)ccc2N2CCOCC2)cc1C	-8	5	-9	-3	6	-3	5	14
CC(C)c1nc(C(=O)N2CCCC(N3CCN(c4cccc(Cl)c4)CC3)C2)cs1 (centres undefined)	-14	6	2	14	15	2	11	21
COc1cc(C(C(=O)NC2CCCC2)N(Cc2ccccc2)C(=O)c2snc(C(N)=O)c2N)ccc1O (centres undefined)	14	8	0	7	3	14	4	-4
c1ccc(CCn2nnnc2CN2CCCc3ccccc32)cc1	-8	9	9	-3	14	6	1	18

Other compounds follow:
SMILES	697 NFkB inh	EBI2 block	CXCR6 block	APJ antag	CCR6 antagonist	UBC13 inh	Jurkat NFkB inh	Gli-Sufu block
O=C(/C=C/c1cccc([N+](=O)[O-])c1)OCC(=O)N1CCOCC1	22	2	4	12	-4	-14	5	2
Cc1cc(C)n(CC(=O)N/N=C/c2cccc([N+](=O)[O-])c2)n1	20	1	0	-10	-11	-2	6	5
Fc1cccc(CSc2nnc3ccc(-c4ccncc4)nn23)c1	10	-3	7	-22	5	-10	3	6
COCCCNC(=O)C(=O)NC1CCCCCC1	-8	1	1	-2	7	-15	-10	-17
CCOC(=O)NCc1ccc(Cl)c(Cl)c1	8	-3	-3	-19	10	5	-4	3
O=C(CO/N=C/c1ccc(OC(F)F)cc1)NCc1ccc(F)cc1	11	11	-2	-1	16	11	1	-9
COc1ccccc1OCCC(=O)OCC(=O)NCc1ccc(Cl)cc1	10	2	0	20	7	9	8	0
CCN(CC)CCNC(=O)c1ccc(NC(=O)c2ccc(S(=O)(=O)N(C)c3ccccc3OC)cc2)cc1	nt	5	18	nt	-2	nt	nt	11
O=C(Nc1ccc2oc(-c3ccccc3Cl)nc2c1)c1cncc(Br)c1	-123	31	1	-7	-8	2	-30	-18
COc1cc(C2C(C(C)=O)=C(O)C(=O)N2CCN(C)C)ccc1O (centres undefined)	1	-11	-9	25	6	-5	17	-5
CCOC(=O)c1ccccc1NC(=O)CSc1nc2ccccc2n1CC(=O)N1CCCC1	-45	-5	4	9	14	2	-6	0
COc1ccc(CCNC(=O)c2ccc3c(c2)OCO3)cc1	-11	0	-3	-23	7	-2	-23	-20

An unsorted share of the library; overall some 3% were active at least once.
